PolyA inhibitor: yeast polyadenylation inhibition | AID 1875 | 300,000 tested, 0.02% active | S. cerevisiae SKY197-pL101 polyadenylation reporter, beta-gal luminescence; efflux-impaired pdr1/pdr3 knockout yeast; score 100 = 6 SD above DMSO | calls only at 12 µM;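 active = lowest replicate activity score at least 50, where 100 means six control SD above control mean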;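 note: yeast exposed to compound for 9 h at 30 °C; higher score means more reporter readthrough which indicates perturbed polyadenylation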
KCNQ1 act: human KCNQ1 channel potentiation or activation; P51787; CHO-K1 KCNQ1, thallium flux FluxOR fluorescence; active compounds read high; B-score at 10 µM; 310,000 tested, 0.35% active; AID 2648;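 active = fluorescence ratio B-score, a plate-corrected score, at least three library SD, with initial intensity B-score within 5 SD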
Target sequence (P51787 whole entry, looked up): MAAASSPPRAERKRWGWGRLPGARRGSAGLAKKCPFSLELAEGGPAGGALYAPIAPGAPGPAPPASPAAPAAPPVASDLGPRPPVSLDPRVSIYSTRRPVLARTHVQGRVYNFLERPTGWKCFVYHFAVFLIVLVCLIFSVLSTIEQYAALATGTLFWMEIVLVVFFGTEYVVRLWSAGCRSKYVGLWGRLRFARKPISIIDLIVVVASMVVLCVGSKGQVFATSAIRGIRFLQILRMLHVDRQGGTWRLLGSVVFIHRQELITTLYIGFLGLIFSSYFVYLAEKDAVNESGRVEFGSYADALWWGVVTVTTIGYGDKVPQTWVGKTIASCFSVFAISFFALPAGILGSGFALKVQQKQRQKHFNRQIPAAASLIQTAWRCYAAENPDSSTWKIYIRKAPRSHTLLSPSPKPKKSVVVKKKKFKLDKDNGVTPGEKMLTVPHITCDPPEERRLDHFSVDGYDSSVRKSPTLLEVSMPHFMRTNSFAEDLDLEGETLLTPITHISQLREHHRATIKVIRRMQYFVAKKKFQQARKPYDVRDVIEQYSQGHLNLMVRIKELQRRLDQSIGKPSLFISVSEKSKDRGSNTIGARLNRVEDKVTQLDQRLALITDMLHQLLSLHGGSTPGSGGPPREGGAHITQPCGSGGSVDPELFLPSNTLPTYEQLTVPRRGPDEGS
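assay system = KCNQ1-transfected CHO-K1 cells | medium = assay buffer with matched DMSO | probe or stimulus = depolarizing K+/Tl+ stimulus, K2SO4 and Tl2SO4 each 12.5 mM in 5x stock | dosing = single dose | incubation = dye 90 min, compound 20 min, room temperature | detection = kinetic FluxOR fluorescence, 10 s baseline plus 110 s post-stimulus | evaluation = ratio B score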
KCNK3 block: human KCNK3 channel inhibition, primary screen | O14649 | CHO-KCNK3 thallium flux, FluxOR fluorescence; active compounds read low | B-score at 10 µM | 340,000 tested, 0.84% active | AID 602410;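 active = B-score under library mean minus 4 SD, starting fluorescence ratio at most library mean plus 5 SD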;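 note: more negative B-score means stronger inhibition of thallium flux through KCNK3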
Target sequence (O14649 whole entry, looked up): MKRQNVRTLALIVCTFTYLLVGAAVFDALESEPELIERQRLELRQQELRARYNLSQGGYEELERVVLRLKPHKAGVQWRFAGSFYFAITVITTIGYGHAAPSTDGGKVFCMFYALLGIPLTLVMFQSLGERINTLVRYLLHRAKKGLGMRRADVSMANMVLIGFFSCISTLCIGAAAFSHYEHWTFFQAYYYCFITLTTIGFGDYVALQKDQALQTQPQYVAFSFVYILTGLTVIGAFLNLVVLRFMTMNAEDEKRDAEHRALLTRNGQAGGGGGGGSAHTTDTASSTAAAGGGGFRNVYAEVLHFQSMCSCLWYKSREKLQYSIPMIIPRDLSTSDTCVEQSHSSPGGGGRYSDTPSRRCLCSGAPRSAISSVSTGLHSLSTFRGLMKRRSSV
hERG rescue: compounds protecting human hERG from proarrhythmic drug block; Q12809; CHO-hERG, FluxOR thallium flux, dofetilide IC70 present; activation (rescue from dofetilide block), less the hit threshold, % at 10 µM; 310,000 tested, 0.51% active; AID 1511;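 active = activation above the mean of controls blocked by dofetilide plus 5 SD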;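 note: thallium influx through hERG after potassium depolarization seen as dye fluorescence rise; in these data hits start at about 4.7%; inactives centre near -7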
TRPC4 PAM: allosterically enhances the mouse TRPC4 cation channel; HEK293 TRPC4beta/mu-opioid, DAMGO EC20, Fluo-4 Ca2+ flux; active compounds read high; B-score at 10 µM; Q9QUQ5; 310,000 tested, 0.42% active;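 active = B-score of calcium response area above 5 SD of library B-scores, with initial fluorescence ratio within 5 SD of library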;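 note: B-score of integrated fluorescence ratio over time as area under calcium response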
TRPC4 agonist: opens the mouse TRPC4 cation channel; Q9QUQ5; HEK293 TRPC4beta/mu-opioid, Fluo4 calcium fluorescence; active compounds read high; B-score at 10 µM; 310,000 tested, 0.49% active; AID 2237;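 active = B-score above 5 SD of library B-scores, and initial fluorescence ratio not above library mean plus 5 SD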;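 note: positive B-score marks a calcium rise read as TRPC4 activation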
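Assay system: HEK293 stable line with TRPC4beta plus mu-opioid receptor; schedule: 45 min room-temperature Fluo4 loading, 110 s read; technique: kinetic Fluo4 calcium fluorescence; evaluation: integrated baseline-normalised fluorescence ratio, converted to per-well B score; controls: buffer (low) and maximal DAMGO (high)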
KCNQ1 block: inhibitors of human KCNQ1 potassium channel | CHO-K1 KCNQ1, FluxOR thallium flux fluorescence; active compounds read high | 310,000 tested, 1.3% active | B-score at 10 µM | P51787;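 active = compounds whose thallium flux B-score, printed positive for inhibition, exceeds three library SD while starting fluorescence stays within three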;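 note: channel opened by potassium depolarization with thallium stimulus after 20 min compound exposure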
KCNK9 inh: human KCNK9 channel inhibition; AID 488922; B-score at 10 µM; Q9NPC2; HEK293 KCNK9, FluxOR thallium flux fluorescence; active compounds read low; 310,000 tested, 1.2% active;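 active = ratio B-score over 3 SD below the library mean, with starting fluorescence within 5 SD of its mean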;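 note: negative B-score means less thallium flux so channel inhibition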
TRPC4 inh: TRPC4 (mouse) channel inhibition | Q9QUQ5 | HEK293 TRPC4beta/mu-opioid, DAMGO-evoked Fluo4 calcium flux; active compounds read low | B-score at 10 µM | 300,000 tested, 0.39% active;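 active = B-score over 3 SD under the library average, no early fluorescence shift, positive overall ratio signal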
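Assay system: Stable TRPC4beta/mu-opioid receptor HEK293 cells | Reagent: DAMGO in two steps, submaximal then maximal | Compound dosing: Single concentration per test compound | Signal: Fluo4 Ca2+ flux fluorescence | Evaluation: Per-well B score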
Dyrk1A ADPGlo: blocks rat Dyrk1A kinase activity | Q63470 | ADP-Glo luminescence, NFATc1 peptide | inhibition, % at 12.5 µM | 310,000 tested, 0.43% active; in the data active = inhibition above about 50%;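 note: plate controls were vehicle with enzyme for no effect and no enzyme for full effect; many of its hits are not listed in these tables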
Platelet DG rel: platelet dense granule release activity; inhibition, %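 (compounds screened at 7.5 µM in platelet-rich plasma)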; human platelet-rich plasma, SFLLRN dense granule ATP release, luminescence; 300,000 tested, 0.22% active;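 active = mean replicate score, as percent of positive control, at or above 50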
* marks the source's active call; other numbers are inactive results; i = inactive; . = no result given.

SMILES	PolyA inhibitor	KCNQ1 act	KCNK3 block	hERG rescue	TRPC4 PAM	TRPC4 agonist	KCNQ1 block	KCNK9 inh	TRPC4 inh	Dyrk1A ADPGlo	Platelet DG rel
Cc1ccc(S(=O)(=O)N2CCCCC2CCNC(=O)C(=O)NC2CC2)cc1 (centres undefined)	i	i	i	-12	i	i	i	i	i	.	9
CS(=O)(=O)C1=NSC2=NC(=O)/C(=C\c3cccn3-c3ccccc3Cl)C(=N)N21	i	i	i	-36	i	i	10*	i	i	3	-3
CNC(=O)C(C)NS(=O)(=O)c1ccc(F)cc1 (centres undefined)	i	i	i	-8	i	i	i	i	i	-3	-12
Cc1cc(O)c(C(C[N+](=O)[O-])c2ccc(Cl)cc2Cl)c(=O)o1 (centres undefined)	i	i	i	-9	i	i	i	i	.	13	15
COc1ccc(NC(=O)CN2CCc3ccccc3C2)cc1OC	i	i	i	-6	i	i	i	i	i	-3	3
CCNS(=O)(=O)c1ccc(CCC(=O)NCCC2=CCCCC2)cc1	i	i	i	-4	i	i	i	i	i	1	14
Cc1oc(-c2ccccc2F)nc1CS(=O)CC(=O)NCCN1CCCCC1C (centres undefined)	i	i	i	-8	i	i	i	i	i	-6	-2
CCC(CC)C(=O)Nc1nnc(S(=O)(=O)N2CCCCCC2)s1	i	i	i	-6	i	i	i	i	i	7	-34
Cc1ccc(CSCC(=O)NCc2cccs2)cc1	i	i	i	-8	i	i	i	i	i	0	4
Cc1ccc(NCc2nnc(SCC#N)o2)c(C)c1	i	i	i	0	i	i	i	i	i	-5	-7
CCc1cc2cc(C(=O)N3CCN(Cc4ccccc4)CC3)sc2s1	i	i	i	-14	i	i	i	i	i	0	-4
CCOc1ccc2c(c1)C(C)=CC(C)(C)N2S(=O)(=O)c1ccc(F)cc1	i	i	i	-10	i	i	i	i	i	-3	-11
O=C1CCC/C1=C/Nc1ccc(Cl)cc1	i	i	i	-8	i	i	i	i	i	-26	1
CN1CCN(NC(=O)CN2C(=O)/C(=C/c3ccccc3Cl)SC2=S)CC1	i	i	i	-13	i	i	i	i	i	6	12
Cc1cccc(CSC2=NCCN2C(=O)c2ccco2)c1	i	i	i	-4	i	i	i	i	i	5	-22
Cc1cc(NC(=O)c2ccc(S(=O)(=O)N3CCCC3)cc2)nc2c1c(=O)oc1ccccc12	i	i	i	-3	i	i	i	i	i	1	-1
CCOC(=O)C1(CCCc2ccccc2)CCN(CCCn2cccn2)CC1	i	i	i	-12	i	i	i	i	i	2	5
O=C(NCCc1ccc(F)cc1)c1ccc([N+](=O)[O-])cc1	i	i	i	-9	i	i	i	i	i	-17	18
CCOc1cc(/C=C2/C(=O)ON=C2C)ccc1OCc1ccccc1	i	i	.	-8	i	i	i	i	i	.	6
CCN(CC)CCNCc1ccc(-c2ccc(Cl)cc2)o1	i	i	i	-11	i	i	i	i	i	5	-3
COc1ccc(S(=O)(=O)N2CCN(Cc3ccccc3)CC2)cc1	i	i	i	-9	i	i	i	i	i	5	-1
O=C(NCc1ccccn1)c1ccc(NC(=O)c2ccco2)cc1	i	i	i	-3	i	i	i	i	i	-7	-7
COc1cc(NC(=O)CSc2nc3c(C)ccc(C)c3cc2C)c(C(=O)O)cc1OC	i	i	i	-8	i	i	i	i	i	1	5
CC(=O)c1c(C(C)=O)c(C)n(Cc2ccc(Cl)cc2)c1C	i	i	i	-3	i	i	i	i	i	-6	9
O=C(CCc1ccccc1)Nc1ncn[nH]1	i	i	i	-12	i	i	i	i	i	-1	-31
CC1=C(C(=O)OC2CCCCC2)C(c2ccc(C)o2)C2=C(CCCC2=O)N1 (centres undefined)	i	i	i	-7	i	i	i	i	i	-2	-1
CC(=O)c1sc(-c2ccc(F)cc2F)nc1C	i	i	i	-4	i	i	i	i	i	6	-11
CC1(C)Cc2nc3sc4c(OCc5ccccc5)ncnc4c3cc2CO1	i	i	i	-15	i	i	i	i	i	0	-7
Cc1ccccc1-c1nc2cc(Cl)ccc2o1	i	i	i	1	i	i	i	i	i	3	-6
CSc1nc(=S)n(-c2ccccc2)c(C)c1C(C)=O	i	i	i	-4	i	i	i	i	i	-4	10
Cc1cccc(OCC(=O)O/N=C(\N)c2ccccn2)c1	i	i	i	-12	i	i	i	i	i	-2	6
C/C(=N\NC(=O)c1ccccc1-n1cccc1)C1CC1	i	i	i	-4	i	i	i	i	i	2	1
O=C(CSc1nnnn1C1CCCCC1)NCc1ccco1	i	i	i	-6	i	i	i	i	i	6	-1
CCN(c1cccc(C)c1)S(=O)(=O)c1ccc(OC)c([N+](=O)[O-])c1	i	i	i	-8	i	i	i	i	i	-1	-7
CNC(=S)N(Cc1cccs1)Cc1cc2cc(OC)ccc2[nH]c1=O	i	i	i	-8	i	i	i	i	i	2	2
COc1ccc(C(=O)NCC(=O)OCC(=O)N2N=C(c3ccc(Cl)cc3)CC2c2ccco2)cc1OC (centres undefined)	i	i	i	-18	i	i	i	i	i	-11	0
COc1ccc(CSC(=N)N)cc1[N+](=O)[O-]	i	i	i	-3	i	53*	i	i	i	1	7
CCOc1ccc(NC(N)=O)cc1	i	i	i	-6	i	i	i	i	i	-1	13
CCOC(=O)c1c(CC(C)C)csc1/N=C/C1C(=O)CC(C)(C)CC1=O	i	i	i	-8	i	i	i	i	i	-2	0
Cc1cccnc1Nc1nc(-c2ccc(O)cc2)cs1	i	i	i	-5	i	i	i	i	i	13	37
COc1ccc(/C=C2/N=C(SC3CCOC3=O)N(c3cccc(OC)c3)C2=O)cc1 (centres undefined)	i	i	i	-7	i	i	i	i	i	-2	7
Cc1ccc(C(=O)NCc2occc2C(=O)O)o1	i	i	i	-5	i	i	i	i	i	-3	2
O=C(N/N=C/c1coc2ccccc2c1=O)c1ccncc1	i	i	i	-9	i	i	i	i	i	11	24
O=C(CC1S/C(=N/N=C/C=C/c2ccccc2)NC1=O)Nc1ccc(Cl)c(Cl)c1 (centres undefined)	i	i	i	-9	i	i	i	i	i	4	-1
COc1cccc(CNC(=O)C2CCN(S(=O)(=O)N3CCC(C)CC3)CC2)c1	i	i	i	-2	i	i	i	i	i	5	2

The closing two records of the section before are carried over, then new ones follow:
SMILES	PolyA inhibitor	KCNQ1 act	KCNK3 block	hERG rescue	TRPC4 PAM	TRPC4 agonist	KCNQ1 block	KCNK9 inh	TRPC4 inh	Dyrk1A ADPGlo	Platelet DG rel
O=C(CC1S/C(=N/N=C/C=C/c2ccccc2)NC1=O)Nc1ccc(Cl)c(Cl)c1 (centres undefined)	i	i	i	-9	i	i	i	i	i	4	-1
COc1cccc(CNC(=O)C2CCN(S(=O)(=O)N3CCC(C)CC3)CC2)c1	i	i	i	-2	i	i	i	i	i	5	2
Cc1nc(SCC(=O)O)c(C#N)c(-c2ccco2)c1C(=O)N(C)C	i	i	i	-12	i	i	i	i	i	1	4
O=C(CSc1nncn1-c1ccccc1)Nc1ccc(F)cc1F	i	i	i	-5	i	i	i	i	i	-6	0
COc1ccc(OC)c(S(=O)(=O)Nc2ccc3c(c2)C(=O)OC3)c1	i	i	i	-4	i	i	i	i	i	4	-17
CCOC(=O)CN1NC2(CCCCCC2)NC1=S	i	i	i	-3	i	i	i	i	i	9	15
COc1ccc(N(Cc2ccco2)C(=O)c2ccccc2F)cc1OC	i	i	i	-7	i	i	i	i	i	-2	15
COC(=O)c1c(C)oc2ccc(N(C(C)=O)S(=O)(=O)c3ccccc3)cc12	i	i	i	-14	i	i	i	i	i	15	-10
N#C/C(=C\c1ccc2c(c1)OCCO2)C(=O)NC1CCCCC1	i	i	i	-6	i	i	i	i	i	-2	2
CCOc1ccc(S(=O)(=O)N2CCC(C(=O)OC(C)C(=O)N(C)C3CCCCC3)CC2)cc1 (centres undefined)	i	i	i	-16	i	i	i	i	i	10	13
CC(C)CNC(=S)N(CCCO)Cc1cc2cc3c(cc2[nH]c1=O)OCCO3	i	i	i	-7	i	i	i	i	i	1	37
CC(C)NC(=S)NC(=O)/C=C/c1cccc2ccccc12	i	i	i	-4	i	i	i	i	i	0	0
CCOC(=O)Cc1csc(NC(=O)CSc2nnc(-c3ccc(C)cc3)o2)n1	i	i	i	-9	i	i	i	i	i	4	-5
CC(C)(C)OC(=O)NCCCC1=CC2=CC(=O)C(C)(OC(=O)c3ccco3)C(=O)C2=CO1 (centres undefined)	i	i	.	-8	i	i	i	i	i	.	-4
Cc1ccc(S(=O)(=O)NCCC(C)C)cc1[N+](=O)[O-]	i	i	i	-6	i	i	i	i	i	-1	-5
CCNC(=S)NNC(=O)c1cccs1	i	i	i	-4	i	i	i	i	i	-1	-6
COC(=O)C1=CN(C2CC2)C=C(C(=O)OC)C1c1ccccc1OC	i	i	i	-10	i	i	i	i	i	1	-1
O=C(CN1C(=O)NC2(CCCC2)C1=O)Nc1nc2c(F)cc(F)cc2s1	i	i	i	-11	i	i	i	i	i	-2	0
O=C(Nc1ccnn1C1CCN(C(=O)c2ccccc2C(F)(F)F)CC1)C1CC1	i	i	i	-7	i	i	i	i	i	2	-1
CCOC(=O)N1CCN(C(=O)COC(=O)Cc2ccc(Cl)cc2)CC1	i	i	i	-9	i	i	i	i	i	1	2
CCOC(=O)Cc1cc(=O)n2[nH]c(-c3ccc(C)cc3)cc2n1	i	i	i	-4	i	i	i	i	i	-1	-4
CC(=O)c1c(C)[nH]c(C(=O)OCC(=O)NCCC2=CCCCC2)c1C	i	i	i	-8	i	i	i	i	i	-4	3
COC(=O)c1ccc2c(=O)n(Cc3ccco3)c(SCC(=O)Nc3ccc(C)c(Cl)c3)nc2c1	i	i	i	-4	i	i	i	i	i	2	5
COc1cccc(C(=O)Nc2ccc(Oc3cccc(C(F)(F)F)c3)nc2)c1	i	i	i	-3	i	i	i	i	i	3	-3
O=C(NCC1CCCO1)/C(=C/c1cn(-c2ccccc2)nc1-c1cccnc1)NC(=O)c1ccccc1 (centres undefined)	i	i	i	-12	i	i	i	i	i	-2	3
CCC(NC(=O)c1ccccc1NC(=O)c1ccco1)C(=O)O (centres undefined)	.	i	i	-2	i	i	i	i	i	-1	.

Structural class, those above containing a CF3 group (2)
SMILES	PolyA inhibitor	KCNQ1 act	KCNK3 block	hERG rescue	TRPC4 PAM	TRPC4 agonist	KCNQ1 block	KCNK9 inh	TRPC4 inh	Dyrk1A ADPGlo	Platelet DG rel
O=C(Nc1ccnn1C1CCN(C(=O)c2ccccc2C(F)(F)F)CC1)C1CC1	i	i	i	-7	i	i	i	i	i	2	-1
COc1cccc(C(=O)Nc2ccc(Oc3cccc(C(F)(F)F)c3)nc2)c1	i	i	i	-3	i	i	i	i	i	3	-3

From PubChem BioAssay

A portion of the library, so the mix of outcomes need not match the whole.
